# L929 necroptosis: inhibitors of zVAD-triggered necroptosis, primary screen, L929 cells. L929 zVAD necroptosis rescue, ATP luminescence, 24 h; with zVAD 60 µM. viability rescue, % at 10 µM. actives 0.38% (n = 220,000);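 active = activation, scaled between plate controls, above about 75%, limit read from the data; inactive = activation under that limit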;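 note: 0% = zVAD with DMSO and 100% = DMSO alone without zVAD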
# EP2 modulator: EP2 receptor modulators, cAMP readout, primary screen, cell-based, HTRF cAMP, PGE2 stimulation | induction, % at 25 µM | EP2-expressing cells, cAMP HTRF FRET, PGE2 co-stimulation | AID 940, 2007 | actives 0.83% (n = 260,000);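 active = compounds whose cAMP rise, as percent of the full-agonist control response, exceeds 60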;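 note: rat C6 glioma line stably carrying human EP2 under a CMV promoter; the protocol text gives 20 µM as final concentration; 100% = response of wells given 1 µM PGE2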
# Target sequence (P43116 whole entry, looked up): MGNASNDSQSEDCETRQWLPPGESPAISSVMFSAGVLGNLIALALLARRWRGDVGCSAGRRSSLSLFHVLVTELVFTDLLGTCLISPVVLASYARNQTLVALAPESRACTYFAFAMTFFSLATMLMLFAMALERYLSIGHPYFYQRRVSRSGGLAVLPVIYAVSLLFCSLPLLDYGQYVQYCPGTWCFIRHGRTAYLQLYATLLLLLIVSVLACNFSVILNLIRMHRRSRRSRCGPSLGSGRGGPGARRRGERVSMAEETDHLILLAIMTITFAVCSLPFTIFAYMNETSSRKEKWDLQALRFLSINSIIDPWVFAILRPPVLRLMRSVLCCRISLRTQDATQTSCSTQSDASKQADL
# TNF death inh: inhibitors of TNF-alpha triggered necroptosis, primary screen, cell-based, Jurkat FADD-/-, single concentration; Jurkat FADD-/- TNF necroptosis rescue, ATP luminescence, 24 h; 0 = TNF only, 100 = no-TNF cells; activation (protection from cell death), % at 10 µM; actives 0.068% (n = 220,000); AID 463075, 2010;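 active = activation, meaning protection from cell death, of at least 50% relative to plate controls; inactive = activation below 50%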;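 note: necroptosis triggered by 40 ng/mL TNF-alpha added together with compound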
# Runt-CBFb FRET: inhibitors of RUNX1 Runt–CBFb binding, primary screen, biochemical, FRET, Cerulean-Runt, Venus-CBFb, uHTS. Cerulean-Runt/Venus-CBFb FRET ratio 530/480, 1 h. inhibition, % at 20 µM. actives 0.46% (n = 220,000). AID 1496, 2009;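 active = inhibition over about 50% at 20 µM in the single-dose screen, limit read from the data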;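 note: 0% = DMSO wells and 100% = excess unlabeled CBFb competitor control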
#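 Buffer or medium: Tris pH 7.5 buffer with BSA. Assay system: Cerulean-labeled Runt domain protein. Amount: each fluorescent fusion protein 100 nM. Read-out basis: loss of energy transfer signal. Incubation: 1 h compound exposure, room temperature. Probe or stimulus: Venus-CBFb binding partner, 100 nM. Detection: FRET, excitation 422 nm, emission at 530 and 480 nm.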
# PERK inh: block of dimerizer-induced PERK translation repression, primary screen, PERK inhibitor project, CHO PERK-DD cells, SEAP luminescence, HTS; Eukaryotic translation initiation factor 2-alpha kinase 3 (Homo sapiens), Q9NZJ5; CHO PERK-DD fusion, SEAP luminescence translation reporter; inhibition, % at 5.6 µM; actives 0.17% (n = 220,000);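 active = inhibition above the mean inhibition of all tested compounds plus 3 SD, set separately per screening campaign, cut at about 2.9% in these data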;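 note: PERK kinase domain activated by AP20187 dimerizer at 100 nM; 0% = DMSO with dimerizer and 100% = rapamycin at 8.4 µM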
# Runt-SMMHC FRET: inhibitors of RUNX1 Runt–CBFb-SMMHC binding, primary screen, biochemical, FRET, Cerulean-Runt, Venus-CBFb-SMMHC, uHTS; AID 1434, 2008; Cerulean-Runt/Venus-CBFb-SMMHC FRET ratio 530/480, 1 h; actives 0.74% (n = 220,000); inhibition, % at 20 µM; Runt-related transcription factor 1 (Homo sapiens) + Core-binding factor subunit beta …;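 active = mean inhibition across duplicate retests at 20 µM reaching about 50%, limit read from the data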;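 note: 0% = DMSO wells and 100% = wells with excess untagged CBFb-SMMHC; inhibitors lower the FRET ratio by blocking Runt binding to CBFb-SMMHC; some results filed as inactive read as strong as hits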
# RBBP9 inhibitor: human RBBP9 inhibitors, primary screen, biochemical, fluorescence polarization, FP-Rh probe, HTS; actives 0.2% (n = 220,000); AID 1515, 2009; inhibition, % at 7.94 µM; Serine hydrolase RBBP9 (Homo sapiens), O75884; recombinant RBBP9;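 active = inhibition above the campaign mean of all tested compounds plus 3 SD, cut at about 14% in these data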;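 note: plate controls were DMSO wells with RBBP9 for no effect and wells lacking RBBP9 protein for full effect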
# Target sequence (O75884 whole entry, looked up): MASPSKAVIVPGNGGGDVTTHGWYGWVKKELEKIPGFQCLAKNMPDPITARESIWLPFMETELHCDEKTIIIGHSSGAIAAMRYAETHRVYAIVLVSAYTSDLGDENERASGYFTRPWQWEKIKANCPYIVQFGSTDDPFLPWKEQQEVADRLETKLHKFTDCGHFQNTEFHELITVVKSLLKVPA
#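 Test system: recombinant human RBBP9; Timing: 30 min then 45 min, 25 °C; Detection: fluorescence polarization; Control set: RBBP9 with DMSO as uninhibited control, no-protein wells as full inhibition; Compound dosing: one concentration, 7.94 µM nominal, 0.794% DMSO; Probe or stimulus: FP-Rh activity-based probe, 375 nM before mixing.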
# EP2 antag: human EP2 receptor antagonists, primary screen, TR-FRET cAMP, C6 glioma cells. AID 1422, 2008. C6 glioma cells expressing human EP2; cells stimulated with saturating PGE2. inhibition, % at 25 µM. actives 0.52% (n = 260,000). Prostaglandin E2 receptor EP2 subtype (Homo sapiens), P43116;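 active = percent inhibition above 40 after rounding to a whole number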;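 note: rat C6 glioma host cells with rolipram phosphodiesterase inhibitor present; the protocol text gives 20 µM as final concentration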
# Hck Nef HTS: inhibitors of Nef-activated human Hck kinase, primary screen, biochemical, Z-Lyte FRET, 384-well, Hck-YEEI; Recombinant Hck-YEEI plus Nef, Z-Lyte FRET kinase assay; inhibition, % at 20 µM; actives 0.68% (n = 220,000); AID 463187, 2010;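 active = Hck-Nef kinase inhibition above about 50%, limit read from the data; inactive = inhibition below that limit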;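 note: 0% = DMSO with Hck plus Nef and 100% = Hck alone without Nef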
# Target sequence (P08631 whole entry, looked up): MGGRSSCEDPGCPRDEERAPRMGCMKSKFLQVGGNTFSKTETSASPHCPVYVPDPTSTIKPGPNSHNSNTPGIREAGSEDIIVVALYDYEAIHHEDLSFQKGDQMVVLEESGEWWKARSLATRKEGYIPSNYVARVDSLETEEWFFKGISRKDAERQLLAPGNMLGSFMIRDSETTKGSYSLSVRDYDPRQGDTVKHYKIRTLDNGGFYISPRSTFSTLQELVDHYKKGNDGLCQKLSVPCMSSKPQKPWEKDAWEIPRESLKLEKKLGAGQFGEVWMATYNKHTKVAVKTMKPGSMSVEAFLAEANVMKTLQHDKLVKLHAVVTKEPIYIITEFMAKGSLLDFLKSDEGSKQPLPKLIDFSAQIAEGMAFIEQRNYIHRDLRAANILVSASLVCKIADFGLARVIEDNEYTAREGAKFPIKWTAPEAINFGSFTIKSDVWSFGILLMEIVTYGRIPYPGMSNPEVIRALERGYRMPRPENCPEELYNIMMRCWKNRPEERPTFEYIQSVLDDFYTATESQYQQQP
# Starred values were filed as active, the others as inactive; nt = no result given; & = joins results of further samples.
# Each structure is followed by: L929 necroptosis	EP2 modulator	TNF death inh	Runt-CBFb FRET	PERK inh	Runt-SMMHC FRET	RBBP9 inhibitor	EP2 antag	Hck Nef HTS
COc1ccc(/C=N/n2c(N)nc3ccccc32)cc1OC
 : 2.0	-44	1.5	-1	-0.6	6	0	14	4
Cc1cc(C(=O)Nc2nc3ccc(S(C)(=O)=O)cc3s2)c(C)o1
 : -0.2	-2	-3.4	4	-0.1	3	1	12	9
OCCCCNCc1ccc(OCc2ccc(Cl)cc2)cc1
 : 0.5	-7	-12	-4	-0.4	2	-7	7	2
CCOC(=O)c1cc(-c2ccc3c(c2)OCCO3)n[nH]1
 : 59	-33	-0.4	-1	1.3	-1	1	7	23
O=C(Nc1ccc2sc3ccccc3c(=O)c2c1)c1ccccc1Cl
 : 15	-34	-4.0	nt	0.5	44	-7	23	4
O=C(Nc1cccc(S(=O)(=O)NC2=NCCCCC2)c1)c1cc(-c2ccncc2)nc2ccccc12
 : 12	-54	-7.0	0	-0.6	3	-6	9	41
CCn1cc([N+](=O)[O-])c(C(=O)NCc2ccc(Cl)cc2)n1
 : 2.2	21	0.5	0	0.5	-3	-5	7	17
CC(=O)c1cc(-c2ccccc2)n(CC(=O)NCc2cccs2)c1C
 : -0.4	12	-1.2	-2	0.6	4	-6	13	16
O=c1[nH]c(=O)n(Cc2ccccc2)c2c1CCC2
 : 0.8	-7	-1.1	-3	-0.3	-1	-7	13	-2
C/C(=N\NC(N)=S)c1ccc(-n2ccnc2)cc1
 : -0.7	-1	1.1	-1	1.5	-1	3	8	11

# In a second layout: results already given
O=C(Nc1cccc(S(=O)(=O)NC2=NCCCCC2)c1)c1cc(-c2ccncc2)nc2ccccc12
  L929 necroptosis: 12
  EP2 modulator: -54
  TNF death inh: -7.0
  Runt-CBFb FRET: 0
  PERK inh: -0.6
  Runt-SMMHC FRET: 3
  RBBP9 inhibitor: -6
  EP2 antag: 9
  Hck Nef HTS: 41
CC(=O)c1cc(-c2ccccc2)n(CC(=O)NCc2cccs2)c1C
  L929 necroptosis: -0.4
  EP2 modulator: 12
  TNF death inh: -1.2
  Runt-CBFb FRET: -2
  PERK inh: 0.6
  Runt-SMMHC FRET: 4
  RBBP9 inhibitor: -6
  EP2 antag: 13
  Hck Nef HTS: 16
O=C(Nc1ccc2sc3ccccc3c(=O)c2c1)c1ccccc1Cl
  L929 necroptosis: 15
  EP2 modulator: -34
  TNF death inh: -4.0
  Runt-CBFb FRET: nt
  PERK inh: 0.5
  Runt-SMMHC FRET: 44
  RBBP9 inhibitor: -7
  EP2 antag: 23
  Hck Nef HTS: 4

# More structures:
# Each structure is followed by: L929 necroptosis	EP2 modulator	TNF death inh	Runt-CBFb FRET	PERK inh	Runt-SMMHC FRET	RBBP9 inhibitor	EP2 antag	Hck Nef HTS
CC(=O)Nc1ccc(N2C(=O)c3ccc(C(=O)Nc4nnc(SCc5ccc(F)cc5)s4)cc3C2=O)cc1
 : -0.3	-10	-0.2	-7	0.2	-9	2	2	86*
Cc1nc(CN2CCCCC2)cc(=O)[nH]1
 : 0.8	-8	-0.3	1	0.1	-1	-6	6	17
CCN(CC(=O)NCc1ccc(F)cc1)C(=O)C1CCN(C(=O)Nc2ccccc2)CC1
 : 1.5	17	4.4	1	1.2	2	-7	7	4
Cc1ccc(-c2csc3ncnc(Nc4ccc(N5CCOCC5)cc4)c23)cc1
 : -0.2	2	-14	13	-0.4	-9	-8	9	0
COc1ccc(OC)c(/C=C/C(=O)Nc2ccc3c(c2)CCC3)c1
 : 12	1	4.0	1	0.1	4	-13	3	0
CCOC(=O)CSC1=C(C#N)C(c2ccc(C)cc2)C2=C(CCCC2=O)N1 (stereo not drawn)
 : 0.1	2	0.1	4	0.3	2	-5	10	9
COC(=O)CSc1nc2ccc(C)cc2[nH]1
 : 0.0	16	-0.9	1	-0.5	1	-5	5	1
N/C(=N\OC(=O)N1c2ccccc2Sc2ccccc21)c1ccccc1
 : 2.2	-46	-3.0	1	-0.8	1	-3	14	1
COCCCn1c(-c2ccccc2)nc2ccccc2c1=O
 : -0.1	-6	-3.2	0	0.1	-2	-1	-1	1
O=C(c1ccccc1)N1CCC(c2nc(-c3ccc(S(=O)(=O)NCC4CCCO4)cc3)no2)CC1 (stereo not drawn)
 : -0.2	-10	-9.9	1	-0.4	2	-8	8	0
NS(=O)(=O)c1cccc(NC(=O)/C=C/c2cccs2)c1
 : 0.0	15	-0.3	2	1.0	-2	6	11	12
COC(=O)c1cnn2c1C(=O)N(Cc1cccs1)CC2
 : 2.7	18	-3.1	-1	-0.1	1	-6	0	-4
CCOC(=O)c1sc(NC(=O)CSc2n[nH]c(-c3ccccc3)n2)c(C#N)c1C
 : 0.1	-22	0.3	19	0.0	22	-13	nt	6
Cc1ccc(CSc2nnc3nc(C)cc(C)n23)cc1
 : -0.7	-11	-0.7	2	-0.5	-6	3	20	-1
CCn1nc(C(=O)O)c(=O)c2cc3c(cc21)OCO3
 : 3.1	1&16&13	1.6	1	1.0	-3	2	11&12&5	-2
CCOc1ccccc1N1CSC2=C(C#N)C(c3c(OC)ccc4ccccc34)CC(=O)N2C1 (stereo not drawn)
 : 0.9	-5	-3.4	10	1.0	25	-3	12	5
C/C(=N\NC(N)=S)C1(C)CC2(CC(C)(C)OC2=O)C(=O)O1 (stereo not drawn)
 : -0.3	-26	-0.7	-1	0.7	0	-2	4	6
Cn1nccc1NS(=O)(=O)c1ccc(NC(=O)C(F)(F)F)cc1
 : 0.1	15	-0.9	3	1.2	1	-5	3	8
CCOc1ccc(-c2nn(-c3ccccc3)cc2/C=C2\SC(=S)N(C3CCS(=O)(=O)C3)C2=O)cc1 (stereo not drawn)
 : -0.4	18	5.7	-194	0.4	-275	3	8	0
COc1cccc(C(=O)OCCCN(C)C)c1
 : 1.4	4	1.5	0	0.1	1	-7	8	2

# Going on with the list.
mol | L929 necroptosis | EP2 modulator | TNF death inh | Runt-CBFb FRET | PERK inh | Runt-SMMHC FRET | RBBP9 inhibitor | EP2 antag | Hck Nef HTS
O=[N+]([O-])c1ccc2c(c1)oc1ccccc12 | 0.2 | 6 | -1.8 | -2 | 1.4 | -5 | -5 | 3 | 2
O=C(CN1CCN(Cc2ccccc2)CC1)NCC1COc2ccccc2O1 (stereo not drawn) | -0.3 | -3 | -0.2 | 2 | 1.1 | 4 | 2 | 7 | 0
CCc1nc2ccccc2c(C(=O)O)c1C | 0.5 | 9&35 | -1.0 | 1 | 0.9 | -1 | 0 | 4&7 | -17
COc1ccc(NC2CS(=O)(=O)CC2NCc2ccccc2)cc1 (stereo not drawn) | -0.5 | 24 | -1.5 | 2 | 1.1 | 4 | 5 | 13 | -22
COCCCNC(=O)C1CCCCN1S(=O)(=O)c1ccc(F)cc1 (stereo not drawn) | 1.6 | -7 | -1.1 | 2 | 0.9 | -3 | 0 | 15 | 0
O=C(NCc1ccccc1)c1ccc(-c2ccccc2F)o1 | 0.2 | -26 | 1.0 | 0 | 1.2 | 4 | -6 | 0 | 2
CCc1nn(CCCC(=O)N2CCc3ccccc3C2)c(=O)c2cc3occc3n12 | -1.7 | 12 | -0.5 | 0 | -1.3 | -3 | -15 | 26 | -6
O=C(O)c1nccnc1C(=O)NCc1csc2ccc(Cl)cc12 | -0.4 | 32 | 3.0 | 0 | 0.5 | -1 | -2 | 12 | 15
COc1ccc(N2CCN(C(CNC(=O)C(C)(C)C)c3ccco3)CC2)cc1 (stereo not drawn) | 1.9 | -8 | 0.5 | -1 | 1.1 | 0 | 1 | 11 | 8
COc1cc(NS(=O)(=O)c2ccc3c(c2)oc(=O)n3C)cc(OC)c1OC | 1.9 | 3 | -6.8 | 4 | -0.6 | 2 | -9 | 4 | 1
O=C(O)c1cccc(CN2C(=O)S/C(=C/c3cccc([N+](=O)[O-])c3)C2=O)c1 | 0.8 | -52 | -2.3 | 3 | 0.2 | -1 | 3 | 8 | 0
CC(C)Oc1cccc(C(=O)C2CCCN(Cc3cccn3-c3ccccn3)C2)c1 (stereo not drawn) | -1.0 | -10 | 4.0 | -2 | 0.2 | 3 | -3 | 7 | 21
CCCc1c2ccccc2nc2ccccc12 | 0.5 | 36 | 0.0 | 19 | -0.4 | 52* | -1 | 8 | 9
Cc1cc(SCC(=O)OCC(=O)NC(C)c2ccccc2)c(C)cc1Br (stereo not drawn) | 0.3 | 0 | 0.9 | -6 | 0.7 | 2 | -4 | 4 | 9
O=C(/C=C/c1ccccc1)CC(=O)c1ccccc1O | 0.3 | 4 | -4.7 | -2 | -0.1 | -6 | -10 | 7 | -2
O=C1NC(=O)C2(CCc3ccccc32)N1 (stereo not drawn) | 0.0 | 20 | -0.4 | 0 | 0.4 | -2 | -4 | 14 | -1
COCCNC(=O)C1CC(=O)N(c2ccc(OC)cc2)C1c1ccc(OC)cc1 (stereo not drawn) | 1.7 | 10 | 0.1 | 0 | 0.8 | -4 | -9 | 6 | 25
O=C(CNC(=O)c1ccncc1)N/N=C/c1cc(Br)ccc1OCc1ccccc1 | 1.3 | -7 | -0.4 | -8 | -2.0 | -3 | -9 | 8 | 16
CCOC(=O)C1=C(C)Nc2ncnn2C1c1cc(Br)ccc1F (stereo not drawn) | 0.1 | 10 | -3.8 | 2 | -0.9 | 0 | -7 | 16 | -10
C=CCN=C1NN=C(c2ccc3c(c2)OCCO3)CS1 | 1.3 | -21 | -0.3 | 8 | -0.4 | 4 | -4 | 3 | 23
O=C(NCCc1c[nH]c2ccccc12)C(=O)NCC(c1ccco1)N1CCN(c2ccc(F)cc2)CC1 (stereo not drawn) | 1.2 | -64 | -0.3 | -3 | 0.5 | -2 | -1 | 5 | 2
O=C(CCC1CCCC1)Nc1ccccc1-c1ccccc1 | nt | 38 | -0.4 | 1 | 0.1 | -2 | -2 | 12 | 5
O=C(Nc1ccc(Cl)cc1)Nc1ccc(N2CCC(C(F)(F)F)CC2)nc1 | 4.6 | 0 | 6.5 | 0 | 0.6 | 1 | -10 | 4 | 8
O=S(=O)(c1ccc(Br)cc1)N1CCCN(Cc2cccc(F)c2)CC1 | nt | -14 | 1.3 | -2 | -0.2 | -1 | -7 | 9 | 1

# Assay outcomes deposited in PubChem by several laboratories.

# Some of the compounds tested. The share of hits here may be higher or lower than overall.
